WRN helicase inh = WRN helicase (human) inhibition. Potency, µM (top dose mostly 114 µM), for inactives: at the highest dose activity change, negative = inhibition, actives largely listed as inhibitors. actives 0.46% (n = 360,000). WRN helicase unwinding, fluorescent forked duplex, kinetic. Q14191; also: potency is read from the fitted curve at half-maximal effect; % is scaled to controls: 0 for no effect and ±100 for the full control effect; nearly all actives have a fitted effect of over 55% in size
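Primary qHTS, 1536-well format. 20 nM WRN + compound, 15 min RT; start with 100 nM forked fluorophore/quencher duplex, 2 mM ATP (final); kinetic read ex 525/em 598 nm.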
SW480 rerep = induces DNA re-replication in SW480 colon adenocarcinoma cells | SW480 DNA re-replication, Hoechst DNA content imaging, 48 h | AID 624297 | actives 1.8% (n = 340,000) | Potency, µM (highest dose often 46.1 µM), for inactives: at the highest dose re-replication activation, usual class: activators; also: potency is read from the fitted curve at half-maximal effect; % of control where 0% means no effect; nearly all actives have a fitted effect of over 55% in size
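Quantitative HTS format with DMSO vehicle controls; 48 hr drug incubation at 37 C, then 40 min Hoechst staining and scanning imager measurement at 405 nm excitation.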
KB-V1 cytotox = KB-V1 MDR subline cytotoxicity | KB-V1 MDR cells viability, CellTiter-Glo, 72 h | Potency, µM (series often up to 46.1 µM), inactives show at the top dose activity change, negative = cytotoxicity, usual class: cytotoxic | actives 3.4% (n = 400,000) | AID 1347076; also: potency is read from the fitted curve at half-maximal effect; % is scaled to controls: 0 for no effect and ±100 for the full control effect; nearly all actives have a fitted effect of over 60% in size
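Cells of the MDR subline KB-V1 are plated, dosed with compound at multiple concentrations, and incubated 72 h at 37 degrees C; CellTiter-Glo is then added and luminescence read after 10 min.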
KB-3-1 tox = KB-3-1 parental cell cytotoxicity. Potency, µM (titrated, usually from 46.1 µM), without a hit: at the highest dose activity change, negative = cytotoxic, most hits filed as cytotoxic. AID 1347075. KB-3-1 viability, CellTiter-Glo ATP luminescence, 72 h. actives 1.4% (n = 400,000); also: potency is read from the fitted curve at half-maximal effect; % is scaled to controls: 0 for no effect and ±100 for the full control effect; nearly all actives have a fitted effect of over 60% in size
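Viability of parental KB-3-1 cells, measured by CellTiter-Glo luminescence, followed a 72 h incubation at 37 °C with pinned compounds in phenol-red-free DMEM containing 10% FBS.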
HT1080-NT tox = kills 2HG-producing HT-1080-NT fibrosarcoma cells. HT-1080-NT fibrosarcoma viability, CellTiter-Glo ATP luminescence, 48 h. Potency, µM (series often up to 46.1 µM), inactives show at the highest dose activity, negative = less viability, actives largely listed as cytotoxic. actives 1.6% (n = 360,000). AID 686970;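 also: NT is the 2HG producing partner of a matched IDH1 knockdown line; potency is read from the fitted curve at half-maximal effect; 0% = DMSO-treated cells and -100% = media-only wells without cells; nearly all actives have a fitted effect of over 55% in size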
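Viability by CellTiter-Glo luminescence after 48 h compound exposure at 37C of HT-1080-NT cells (750/well, RPMI, 5% FBS). % activity scaled between DMSO wells and medium-only wells, then curve-fitted and categorized by curve class.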
IL-1B inflam inh = blocks inflammasome-driven IL-1 beta release. activity change, % at 57.5 µM. THP-1 LPS/ATP IL-1B secretion, AlphaLISA, 16 h; hits give low values. actives 4.7% (n = 360,000). AID 743279; in the data active = activity change below about -50%; inconclusive = mostly about -30% to -49%; also: % is scaled to controls: 0 for no effect and ±100 for the full control effect
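THP-1 cells pretreated 1 hr with compounds (up to 57.5 uM final), then stimulated with LPS (250 ng/mL final) plus ATP (1.25 mM final); secreted IL-1B measured by AlphaLISA after 16 hr, decreased signal indicating inhibition.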
ATXN2 expr inh = reduces ATXN2 reporter expression in HEK-293 cells | AID 1745845 | actives 0.72% (n = 360,000) | HEK-293 ATXN2-luciferase reporter, luminescence, 24 h | Potency, µM (series often up to 57 µM), for the others: top-dose activity change, negative = inhibition, most hits filed as inhibitors; also: potency is read from the fitted curve at half-maximal effect; % is scaled to controls: 0 for no effect and ±100 for the full control effect; nearly all actives have a fitted effect of over 55% in size
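qHTS (up to 57 uM final) was run with 24 h compound exposure of reporter cells at 37 °C. Each well was multiplexed: SteadyGlo luminescence measured ATXN2-luciferase expression after a fluorogenic Gly-Phe-AFC viability readout (25 uM final).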
HT1080 IDH1KD tx = toxicity to HT-1080 IDH1 knockdown cells (counter line). HT-1080 IDH1 knockdown viability, ATP luminescence, 48 h. Potency, µM (series often up to 46.1 µM), inactives show at the highest dose activity, negative = toxicity, usual class: cytotoxic. actives 2% (n = 360,000). AID 686971;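 also: potency is read from the fitted curve at half-maximal effect; 0% = DMSO wells and -100% = cell-free medium wells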
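IDH1KD HT-1080 cells, 750/well, RPMI + 5% FBS; compound pinned after 2 h settling; 48 h, 37 °C; CellTiter-Glo luminescence; % activity normalised to DMSO and no-cell wells; curves fitted, classed by r2 and efficacy.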
MCF10A rereplic = induces DNA re-replication in MCF 10a normal breast cells; MCF 10A DNA re-replication, Hoechst nuclear intensity, 48 h; Potency, µM (titrated, usually from 46.1 µM), without a hit: at the highest dose activity, positive = re-replication, usual class: activators; actives 2.9% (n = 350,000); also: potency is read from the fitted curve at half-maximal effect; % of control where 0% means no effect; nearly all actives have a fitted effect of over 50% in size
An asterisk follows results filed as active; ? = inconclusive; . = no result given; & = joins results of further samples; [ ] = remark or other dose. Unless noted, calls follow the shape of the dose curve; as a rule, active = well fitted curve in the direction sought with a large enough effect; inconclusive = small, poorly fitted or top-dose-only effect, or another doubt; inactive = no such curve, though single readings can be large; an effect the other way counts as inactive or inconclusive. Hits appear at their usual frequency; about 12% have a hit in one of these screens.

nr | structure | ATXN2 expr inh | HT1080 IDH1KD tx | MCF10A rereplic | KB-3-1 tox | SW480 rerep | HT1080-NT tox | IL-1B inflam inh | KB-V1 cytotox | WRN helicase inh
1 | CS(=O)(=O)N1N=C(c2ccccc2)CC1c1ccc2c(c1)OCO2 (configuration not stated) | 56%[activator] | -1% | -5% | -2% | 1% | 2% | 10 | -2% | ?
2 | NCCc1nnc(SCC(N)=O)o1 | -3% | 2% | 0% | 9% | -2% | 7% | 29 | 4% | 4%
3 | CN(C)c1ccc(/C=N/N(CCC(=O)NC(C)(C)C)C2=NS(=O)(=O)c3ccccc32)cc1 | 1% | 17% | 18µM* | 6% | 18µM* | 15% | -6 | 11% | 4%
4 | O=S(=O)(c1cccc2cccnc12)N1CCc2ccccc21 | 2% | -5% | 3% | -2% | 10% | 1% | 21 | -2% | 7%
5 | C=CCc1cccc2cc(C(=O)N3CCN(C(=O)c4ccco4)CC3)c(=O)oc12 | -14% | -10% | 13µM* | -12% | ? | 0% | -21 | ? | -8%
6 | NS(=O)(=O)c1ccc(C(=O)Nc2ccc(-c3nc4cccnc4s3)cc2)cc1 | 25% | 9% | -3% | ? | -7% | 5% | 15 | 6% | -4%
7 | CCc1nccn1S(=O)(=O)c1cc(Br)ccc1OC | -32% | 3% | -2% | 11% | 0% | 6% | -12 | -3% | 7%
8 | COc1ccc(/C=N/NC(=O)c2c(C)nnn2-c2nonc2N)cc1OC | -25% | 14% | -8% | 13% | -2% | 8% | -3 | -7% | 6%
9 | COCCN(CC(=O)Nc1cccc(C)c1C)C(=O)c1cc(S(=O)(=O)N2CCCC2)ccc1C | . | 6% | 2% | -2% | -1% | 2% | -26 | -3% | 3%
10 | Cc1ccc(C(=O)Nc2cc(Cl)ccc2N2CCCCC2)s1 | -7% | -2%[9.24 µM] | 20% | -26% | -1% | -6% | 3 | ? | -7%
11 | C#Cc1ccc(C(=O)Nc2ccc(N3CCC(C)CC3)c(C(N)=O)c2)cc1 | . | -4% | 25% | 7% | 2% | 3% | -17 | 1% | -4%
12 | Cc1ccc(-c2nc(CS(=O)CC(=O)NCc3ccccc3)c(C)o2)cc1 (configuration not stated) | -11% | -2% | 0% | -3% | 1% | 2% | 11 | 11% | -5%
13 | OC(CNCCc1ccc(Cl)cc1)COc1ccc2ccccc2c1 (configuration not stated) | -1% | ? | ? | -6% | -3% | ? | -106* | -16% | -6%
14 | NS(=O)(=O)c1ccc(NC(=O)CN2CCN(S(=O)(=O)c3ccc(F)cc3)CC2)cc1 | 3% | 3% | ? | 4% | ? | 8% | 6 | ? | 8%
15 | O=C(NC1CCCC1)c1ccccc1-c1ccccc1 | 1% | 12% | -32%[inhibitor] | 13% | 0% | 9% | -3 | 15µM* | 13%
16 | COc1ccc(Cl)cc1S(=O)(=O)N(C)CC(=O)NCc1ccccn1 | -12% | 23% | 0% | 0% | -5% | 6% | 2 | -20% | 0%
17 | C/C(N)=C(/C#N)C(=O)COC(=O)C1Cc2ccccc2CN1S(C)(=O)=O (configuration not stated) | 2%&-4% | 13%&4% | -27%&-6% | 0%&0% | -2%&2% | -5%&-1% | 21&9 | -7%&13% | -32%
18 | NS(=O)(=O)c1ccc(N2N=C(c3ccccc3)CC2c2cccc(Br)c2)cc1 (configuration not stated) | ? | -16% | 5.2µM* | 10% | 23µM* | -22% | -57* | ? | -8%
19 | Cc1cc(C)cc(NC(=O)N2CCCC2C(=O)Nc2ccc(-n3cnnn3)c(C)c2)c1 (configuration not stated) | -5% | 13% | 24% | -5% | -2% | 21% | -18 | 9% | -2%
20 | COCCN(C(=O)COC(=O)C1COc2ccccc2O1)c1c(N)n(Cc2ccccc2)c(=O)[nH]c1=O (configuration not stated) | 8% | -1% | -1% | -9% | -7% | 2% | -3 | 1% | -2%
21 | CC(C)c1ccc2occ(-c3nn[nH]n3)c(=O)c2c1 | -21% | 2% | -4% | 0% | -5% | 0% | 49 | ? | -9%
22 | Cc1ccc(C(=O)NCc2nnc(SCC(=O)Nc3sc4c(c3C#N)CCCC4)n2C)cc1 | 2% | -2% | 3% | 0% | -5% | -7% | 0 | -2% | -4%
23 | Cc1ccc2cc(NC(=O)CC(CC(=O)O)c3ccccc3)ccc2n1 (configuration not stated) | . | 8% | -1% | 3% | ? | 24% | 9 | 0% | -2%
24 | CC(C)(C)c1ccc(C(=O)Nc2ccc(Cl)cc2)cc1 | 37% | 0% | 1% | ? | 0% | 14% | -18 | -16% | ?
25 | COc1cccc(N2CCN(C(=O)c3c(C)nn(-c4ccccc4)c3C)CC2)c1 | -4% | -1% | 4% | -13% | -1% | 4% | -3 | -11% | -7%

2 neighbouring entries from above:
nr | structure | ATXN2 expr inh | HT1080 IDH1KD tx | MCF10A rereplic | KB-3-1 tox | SW480 rerep | HT1080-NT tox | IL-1B inflam inh | KB-V1 cytotox | WRN helicase inh
1 | CS(=O)(=O)N1N=C(c2ccccc2)CC1c1ccc2c(c1)OCO2 (configuration not stated) | 56%[activator] | -1% | -5% | -2% | 1% | 2% | 10 | -2% | ?
2 | NCCc1nnc(SCC(N)=O)o1 | -3% | 2% | 0% | 9% | -2% | 7% | 29 | 4% | 4%

The list continues:
nr | structure | ATXN2 expr inh | HT1080 IDH1KD tx | MCF10A rereplic | KB-3-1 tox | SW480 rerep | HT1080-NT tox | IL-1B inflam inh | KB-V1 cytotox | WRN helicase inh
26 | C#CCSc1nnc(-c2ccc(OC)cc2)o1 | 30% | ? | -1% | ? | ? | ? | -7 | ? | 0%
27 | CC(C)C(=O)NNc1nc2ccccc2s1 | 57%[activator] | -4% | 4% | -10% | -5% | 1% | 10 | -8% | -4%
28 | OCCCCC#Cc1c(-c2ccsc2)sc2ccccc12 | -2% | 2% | ? | 0% | -11% | 4% | -18 | -13% | -6%
29 | CCCn1c(C(C)Nc2nc(-c3ccc(C)cc3)cs2)nc2ccccc21 (configuration not stated) | -15% | ? | ? | ? | 8% | -10% | 9 | -14% | -10%
30 | Cc1cccc(N2CCN(Cc3cnc(Cl)s3)CC2C)c1 (configuration not stated) | 1% | -7% | -1% | -12% | 3% | -15% | 36 | -21% | -12%
31 | CCOCCc1nnc(NC(=O)Cc2c(F)cccc2Cl)s1 | -16% | -3% | 1% | -3% | 1% | -3% | -22 | -7% | 6%
32 | O=C(CNC(=O)c1cccc(N2C(=O)c3ccccc3C2=O)c1)Nc1ccc(F)c(F)c1 | 2% | 5% | -4% | -2% | 8% | 4% | -7 | 0% | -6%
33 | Cc1c(NC(=O)c2noc3c2CCc2ccccc2-3)c(=O)n(-c2ccccc2)n1C | 1% | -1% | -3% | 12% | -8% | 5% | -10 | -29% | 2%
34 | O=C(Nc1ncn[nH]1)c1ccc(Cl)c(S(=O)(=O)Nc2ccc(Cl)cc2)c1 | 2% | -14% | 9% | 9% | 2% | -6% | -3 | -16% | -21%
35 | COc1ccc(C(=O)C2CCCN(C(=O)COc3ccc(C(C)=O)cc3)C2)cc1F (configuration not stated) | 0% | -9% | 4% | -22% | -1% | -7% | 5 | ? | -4%
36 | CCOc1ccc(N(CC(=O)NCC2CCCO2)S(=O)(=O)c2ccc(Cl)cc2)cc1 (configuration not stated) | -6% | -7% | -181%[0.0737 µM] | -3% | 1% | -1% | -5 | -12% | 1%
37 | Cc1ccc(S(=O)(=O)N(C(=O)c2ccncc2)c2ccc(OC(=O)c3ccncc3)cc2)cc1 | -7% | -3% | 24% | -7% | -6% | -4% | ? | 6% | -35%[57.1 µM]
38 | Cc1c(NC(=S)N2CCN(c3cccc(Cl)c3)CC2)c(=O)n(-c2ccccc2)n1C | -17% | -19% | -1% | -5% | -10% | -14% | 32 | -25% | -2%
39 | Cc1ccc(Cl)cc1NC(=O)c1cc(NC(=O)C2CCCCC2C(=O)O)ccc1N1CCOCC1 (configuration not stated) | -4% | -11% | ? | 0% | 19% | -20% | -6 | ? | -13%
40 | Cc1ccc(SCc2nc(-c3cccnc3)no2)cc1 | 12% | 6%[9.24 µM] | 1% | -17% | -7% | 0% | -10 | ? | 5%
41 | CNC(=S)N/N=C(\C)c1ccc(C)c(C)c1 | 35% | -3% | 3% | ? | ? | 0% | -7 | ? | -3%
42 | CCOC(=O)C1(CCCc2ccccc2)CCN(C(=O)C2CCCO2)CC1 (configuration not stated) | 1% | -20% | 4% | -5% | 0% | 11% | 0 | ? | 0%
43 | O=C(Cn1c(=O)oc2ccccc21)NCc1ccco1 | 1% | 8% | -2% | 1% | -1% | 5% | 11 | -3% | -6%
44 | CCOC(=O)Cc1csc(NC(=O)Cc2ccccc2)n1 | 7% | 12% | 7% | 3% | -6% | -7% | 6 | ? | -3%
45 | CCCn1c(N)cc(=O)n(C)c1=O | -22% | 7% | 7% | 3% | -1% | 9% | 1 | -1% | 10%
46 | CCNC(=O)C1CCCN1C(=O)C(CCCN=C(N)N)NC(=O)C(CC(C)C)NC(=O)C(Cc1cn(Cc2ccccc2)cn1)NC(=O)C(Cc1ccc(O)cc1)NC(=O)C(CO)NC(=O)C(Cc1c[nH]c2ccccc12)NC(=O)C(Cc1cnc[nH]1)NC(=O)C1CCC(=O)N1 (configuration not stated) | -3% | 12% | 13% | 0% | -50%[inhibitor] | 29% | 17 | 0% | 7%
47 | CC(C)CC(NC(=O)C1CCC(C)CC1)C(=O)NCc1ccco1 (configuration not stated) | -6% | 2% | 6% | 1% | -3% | -1% | -27 | 0% | 1%
48 | Cc1cccc2cc(=O)[nH]c(C)c12 | 9% | 20% | 0% | 0% | -2%[9.22 µM] | 18% | 17 | 1% | 12%
49 | O=C(NCC1CCCO1)Nc1cc(Cl)cc(Cl)c1 (configuration not stated) | . | 0% | 3% | -13% | -4% | 8% | -16 | -3% | -2%
